GSTO1 inh = GSTO1 inhibition, counter-screen for RBBP9 inhibitors. P78417. recombinant GSTO1, activity-based probe fluorescence polarization. inhibition, % at 5.96 µM. 300,000 compounds, 1.1% hits. AID 1974;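 active means inhibition above the campaign mean inhibition plus 3 SD, cut at about 35% in these data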;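 further: 0% = GSTO1-1 with DMSO and 100% = wells lacking GSTO1-1 enzyme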
PAFAH1B3 inh = inhibitors of human PAFAH1B3; AID 492972; recombinant PAFAH1B3, FP-rhodamine probe, fluorescence polarization; 340,000 compounds, 0.28% hits; inhibition, % at 3.39 µM;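 active means inhibition above the screen-wide average of all tested compounds plus 3 SD, cut at about 25% in these data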;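 further: 0% = enzyme with DMSO only and 100% = wells lacking PAFAH1B3 protein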
Target sequence (Q15102 whole entry, looked up): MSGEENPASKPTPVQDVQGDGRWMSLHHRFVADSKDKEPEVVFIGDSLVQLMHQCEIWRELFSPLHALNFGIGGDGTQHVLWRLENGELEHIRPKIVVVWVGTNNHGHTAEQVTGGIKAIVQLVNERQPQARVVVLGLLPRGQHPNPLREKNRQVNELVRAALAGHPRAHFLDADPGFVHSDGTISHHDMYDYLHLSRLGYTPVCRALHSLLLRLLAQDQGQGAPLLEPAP
PAD4 FP inh = PAD4 (human) enzyme inhibition. Q9UM07. recombinant PAD4, RCA probe fluorescence polarization. inhibition, % at 6.36 µM. 330,000 compounds, 0.41% hits;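 active means percent inhibition above a cutoff equal to the mean of all tested compounds plus 3 SD, cut at about 15% in these data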;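 further: 0% = PAD4 with RCA probe and DMSO and 100% = probe without PAD4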
LYPLA2 counter = counter-screen for PME1 inhibitors: inhibitors of human LYPLA2 | O95372 | recombinant LYPLA2, FP-Rh probe fluorescence polarization | inhibition, % at 5.9 µM | 320,000 compounds, 0.38% hits;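 active means inhibition above the screen-wide mean plus 3 SD, limit set per campaign, cut at about 26% in these data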;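 further: 0% = LYPLA2 with DMSO and 100% = wells lacking LYPLA2 enzyme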
LYPLA1 counter = blocks human lysophospholipase 1, a PME1 counter-screen. recombinant LYPLA1, FP-Rh probe fluorescence polarization. 320,000 compounds, 0.16% hits. O75608. inhibition, % at 5.9 µM;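 active means inhibition above the mean of all tested compounds plus 3 SD, set per campaign, cut at about 14% in these data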;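 further: inhibitors block serine hydrolase probe labeling of LYPLA1 so polarization falls; 0% = enzyme with DMSO and 100% = wells lacking LYPLA1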
PREPL inh = inhibitors of human prolyl oligopeptidase-like enzyme PREPL. 320,000 compounds, 0.68% hits. inhibition, % at 5.96 µM. recombinant PREPL, fluorescence polarization activity-based probe. Q4J6C6; in the data active means inhibition above about 43%;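 further: 0% = enzyme with DMSO and 100% = wells lacking enzyme; many of its hits are not listed in these tables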
Target sequence (Q4J6C6 whole entry, looked up): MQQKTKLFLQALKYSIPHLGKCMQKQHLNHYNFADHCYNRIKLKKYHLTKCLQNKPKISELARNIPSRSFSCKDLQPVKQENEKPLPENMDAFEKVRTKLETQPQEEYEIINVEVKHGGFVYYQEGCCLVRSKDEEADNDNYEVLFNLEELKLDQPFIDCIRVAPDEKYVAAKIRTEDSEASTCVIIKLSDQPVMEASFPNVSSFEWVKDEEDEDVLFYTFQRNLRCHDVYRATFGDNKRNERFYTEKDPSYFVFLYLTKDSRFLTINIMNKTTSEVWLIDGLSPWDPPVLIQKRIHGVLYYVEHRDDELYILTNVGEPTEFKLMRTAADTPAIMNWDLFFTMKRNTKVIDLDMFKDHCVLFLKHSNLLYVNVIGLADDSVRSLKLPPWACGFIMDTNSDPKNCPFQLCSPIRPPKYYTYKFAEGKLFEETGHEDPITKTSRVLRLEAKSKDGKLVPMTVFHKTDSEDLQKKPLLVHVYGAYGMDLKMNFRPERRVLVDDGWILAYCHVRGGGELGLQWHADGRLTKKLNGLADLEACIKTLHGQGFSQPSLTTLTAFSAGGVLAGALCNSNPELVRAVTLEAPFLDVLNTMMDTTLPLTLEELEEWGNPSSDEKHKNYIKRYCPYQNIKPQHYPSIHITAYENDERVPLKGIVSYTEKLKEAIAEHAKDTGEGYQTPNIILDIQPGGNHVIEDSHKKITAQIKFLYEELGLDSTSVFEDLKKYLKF
pPAFAH inh = pPAFAH (human) enzyme inhibition; AID 463082; Q13093; 330,000 compounds, 1.5% hits; recombinant pPAFAH, FP-rhodamine probe fluorescence polarization; inhibition, % at 3.39 µM;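 active means inhibition above the mean inhibition across the screen plus 3 SD, cut at about 25% in these data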;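 further: inhibitors block binding of the rhodamine activity-based probe so polarization drops; 0% = enzyme with DMSO and 100% = wells lacking pPAFAH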
PAFAH1B2 FP inh = PAFAH1B2 (human) inhibition. P68402. recombinant PAFAH1B2, FP-rhodamine activity probe, fluorescence polarization. inhibition, % at 3.39 µM. 340,000 compounds, 1.2% hits. AID 492953;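 active means inhibition above the mean of all tested compounds plus 3 SD, cut at about 24% in these data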;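 further: 0% = enzyme with DMSO and 100% = wells lacking PAFAH1B2; many of its hits are not listed in these tables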
PME-1 inh = PME-1 (human) inhibition; 320,000 compounds, 0.53% hits; inhibition, % at 5.9 µM; recombinant PME-1, FP-Rh probe fluorescence polarization; Q9Y570; AID 2130;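 active means inhibition above the campaign mean of all compounds plus 3 SD, cut at about 26% in these data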;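 further: competitive labeling of PME-1 active site by serine hydrolase directed probe; 0% = PME-1 with DMSO and 100% = wells lacking PME-1 enzyme; inhibitors block probe labeling so polarization falls and inhibition rises; many of its hits are not listed in these tables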
The depositor's hits bear a star.

Results for CCOC(=O)CC1CCCCN1C(=O)CCCn1nnnc1CN1CCC(C)CC1 (stereo unspecified) ?
GSTO1 inh: -6; PAFAH1B3 inh: 13; PAD4 FP inh: -3; LYPLA2 counter: -3; LYPLA1 counter: -2; PREPL inh: 3; pPAFAH inh: -1; PAFAH1B2 FP inh: 6; PME-1 inh: 5

Results for NS(=O)(=O)c1ccc(CNC(=O)COc2ccc3c4c(c(=O)oc3c2)CCCC4)cc1 ?
GSTO1 inh: 1; PAFAH1B3 inh: -1; PAD4 FP inh: 1; LYPLA2 counter: -1; LYPLA1 counter: -2; PREPL inh: -2; pPAFAH inh: 4; PAFAH1B2 FP inh: 2; PME-1 inh: -4

How did COc1ccc(-n2c(C)cc(C(=O)COC(=O)Cc3n[nH]c(=O)c4ccccc34)c2C)cc1 do in these assays?
GSTO1 inh: -8; PAFAH1B3 inh: 7; PAD4 FP inh: -2; LYPLA2 counter: 1; LYPLA1 counter: -2; PREPL inh: -22; pPAFAH inh: 6; PAFAH1B2 FP inh: -2; PME-1 inh: 4

What do the screens show for `CCOC(=O)c1cc2occc2n1CC(=O)N1CCN(C(=O)c2ccco2)CC1`?
GSTO1 inh: -1; PAFAH1B3 inh: 3; PAD4 FP inh: -4; LYPLA2 counter: 2; LYPLA1 counter: 0; PREPL inh: 1; pPAFAH inh: 4; PAFAH1B2 FP inh: 3; PME-1 inh: -4

What do the screens show for `Cc1ccc(C(=O)NN2C(=O)C3C4C=CC([C@@H]3C2=O)C42CC2)cc1` (stereo partly specified)?
GSTO1 inh: 4; PAFAH1B3 inh: 8; PAD4 FP inh: 4; LYPLA2 counter: 7; LYPLA1 counter: 2; PREPL inh: 4; pPAFAH inh: 1; PAFAH1B2 FP inh: 5; PME-1 inh: 1

Results for Cc1cc(C(=O)N(Cc2nnc(-c3ccc(Cl)cc3)o2)C(C)C)c2ccccc2n1 ?
PAFAH1B3 inh: 12; PAD4 FP inh: 1; LYPLA2 counter: 4; LYPLA1 counter: 0; PREPL inh: 9; pPAFAH inh: 3; PAFAH1B2 FP inh: -4; PME-1 inh: -2

How did COc1cccc(OCc2nnc(SCC(=O)N3c4ccccc4Sc4ccc(Cl)cc43)o2)c1 do in these assays?
GSTO1 inh: 5; PAFAH1B3 inh: 0; PAD4 FP inh: 4; LYPLA2 counter: -5; LYPLA1 counter: -3; PREPL inh: 19; pPAFAH inh: -9; PAFAH1B2 FP inh: -1; PME-1 inh: 2

Results for COc1ccc(-c2c(-c3ccc(C#N)cc3)oc(=O)c3cc(OC)c(OC)cc23)cc1 ?
PAFAH1B3 inh: 1; PAD4 FP inh: -5; PREPL inh: -8; pPAFAH inh: 1; PAFAH1B2 FP inh: 2

What do the screens show for `CC1CCCC(NC(=O)C2CCN(S(=O)(=O)c3cccc4nonc34)CC2)C1C` (stereo unspecified)?
GSTO1 inh: 12; PAFAH1B3 inh: -8; PAD4 FP inh: -2; LYPLA2 counter: 4; LYPLA1 counter: -5; PREPL inh: -3; pPAFAH inh: 2; PAFAH1B2 FP inh: -2; PME-1 inh: 7

What do the screens show for `CSCCC(NS(=O)(=O)c1ccccc1F)C(=O)NCc1cccs1` (stereo unspecified)?
PAFAH1B3 inh: 8; PAD4 FP inh: 0; LYPLA2 counter: -5; LYPLA1 counter: 0; PREPL inh: 0; pPAFAH inh: 7; PAFAH1B2 FP inh: 0; PME-1 inh: -1

What do the screens show for `CCN1CCN(CCCNC(=O)CS(=O)(=O)Cc2nc(-c3cccc(OC)c3)oc2C)CC1`?
GSTO1 inh: -3; PAFAH1B3 inh: 4; PAD4 FP inh: 2; LYPLA2 counter: 10; LYPLA1 counter: 3; PREPL inh: 3; pPAFAH inh: 0; PAFAH1B2 FP inh: 3; PME-1 inh: -2

How did COc1cccc(CNC(=O)CSc2ccc(-c3ccncc3)nn2)c1 do in these assays?
GSTO1 inh: -6; PAD4 FP inh: -5; LYPLA2 counter: -4; LYPLA1 counter: 1; PREPL inh: -4; pPAFAH inh: 3; PME-1 inh: 5

Results for COc1cccc(NC(=O)CN(C)C(=O)c2cccc(S(=O)(=O)N3CCN(c4ccccc4)CC3)c2)c1 ?
GSTO1 inh: -4; PAFAH1B3 inh: -3; PAD4 FP inh: -4; LYPLA2 counter: -2; LYPLA1 counter: -1; PREPL inh: -30; pPAFAH inh: 6; PAFAH1B2 FP inh: 7; PME-1 inh: 5

What do the screens show for `CN(C)c1cccc(NC(=O)CCc2ccccc2)c1`?
GSTO1 inh: 4; PAFAH1B3 inh: 8; PAD4 FP inh: -2; LYPLA2 counter: 0; LYPLA1 counter: 2; PREPL inh: -1; pPAFAH inh: 8; PAFAH1B2 FP inh: 1; PME-1 inh: 2

Results for c1ccc(Oc2ccc(-c3ccnc4nc(N5CCOCC5)nn34)cc2)cc1 ?
GSTO1 inh: -6; PAFAH1B3 inh: 7; PAD4 FP inh: 2; LYPLA2 counter: 15; LYPLA1 counter: 2; PREPL inh: 33; pPAFAH inh: 16; PAFAH1B2 FP inh: 0; PME-1 inh: 2

Results for CCCCNC(=O)c1ccc2c(c1)N(C)C(=O)c1ccccc1S2 ?
GSTO1 inh: -3; PAFAH1B3 inh: 8; PAD4 FP inh: -1; LYPLA2 counter: 3; LYPLA1 counter: -1; PREPL inh: 2; pPAFAH inh: 8; PAFAH1B2 FP inh: 5; PME-1 inh: 2

Results for COCC(=O)NCc1nc2ccccc2[nH]1 ?
GSTO1 inh: -5; PAFAH1B3 inh: 2; PAD4 FP inh: -1; LYPLA2 counter: 1; LYPLA1 counter: 7; PREPL inh: -6; pPAFAH inh: 2; PAFAH1B2 FP inh: -4; PME-1 inh: -1

How did CC[C@]12c3[nH]c4ccc(Cl)cc4c3CCN1C(=O)[C@@H](CC(=O)NC(C)(C)C)C[C@@H]2C(=O)N1CCN(C(=O)c2ccco2)CC1 do in these assays?
PAFAH1B3 inh: 3; PAD4 FP inh: 3; pPAFAH inh: 3; PAFAH1B2 FP inh: 0

How did Cc1c(C(c2ccccc2O)c2c(C)n(C)n(-c3ccccc3)c2=O)c(=O)n(-c2ccccc2)n1C do in these assays?
GSTO1 inh: 0; PAFAH1B3 inh: 12; PAD4 FP inh: 3; LYPLA2 counter: -5; LYPLA1 counter: 0; PREPL inh: -1; pPAFAH inh: 6; PAFAH1B2 FP inh: 4; PME-1 inh: 1

Results for c1ccc2c(CNn3cnnc3)cccc2c1 ?
GSTO1 inh: 3; PAFAH1B3 inh: -1; PAD4 FP inh: -6; LYPLA2 counter: -1; LYPLA1 counter: -2; PREPL inh: 0; pPAFAH inh: 0; PAFAH1B2 FP inh: 6; PME-1 inh: -1

Results for CCN(CC(=O)NCc1cccs1)C(=O)COc1cccc(C(F)(F)F)c1 ?
PAFAH1B3 inh: 9; PAD4 FP inh: 6; LYPLA2 counter: 1; LYPLA1 counter: 0; PREPL inh: -8; pPAFAH inh: 4; PAFAH1B2 FP inh: 2; PME-1 inh: 6

Results for CCCCCCN1C(=O)C(O)=C(C(C)=O)C1c1ccc(Cl)cc1 (stereo unspecified) ?
GSTO1 inh: 1; PAFAH1B3 inh: -7; PAD4 FP inh: -6; LYPLA2 counter: 11; LYPLA1 counter: 2; PREPL inh: 0; pPAFAH inh: 2; PAFAH1B2 FP inh: 18; PME-1 inh: -2

Results for Cc1cc(C)c(C(=O)COC(=O)c2nn(C)c(=O)c3ccccc23)cc1C ?
PAFAH1B3 inh: 2; PAD4 FP inh: 0; LYPLA2 counter: 4; LYPLA1 counter: 2; PREPL inh: 5; pPAFAH inh: -3; PAFAH1B2 FP inh: 6; PME-1 inh: -2

Results for CCOC(=O)CSc1nc2cc(C)cc(C)c2cc1C#N ?
GSTO1 inh: 2; PAFAH1B3 inh: 1; PAD4 FP inh: -2; LYPLA2 counter: -13; LYPLA1 counter: -2; PREPL inh: 17; pPAFAH inh: 4; PAFAH1B2 FP inh: 0; PME-1 inh: 8

How did NC(=O)c1c(NC(=O)Cn2cc([N+](=O)[O-])cn2)sc2c1CCCC2 do in these assays?
GSTO1 inh: 0; PAFAH1B3 inh: 1; PAD4 FP inh: -8; LYPLA2 counter: 4; LYPLA1 counter: 0; PREPL inh: 0; pPAFAH inh: 7; PAFAH1B2 FP inh: 1; PME-1 inh: 6

What do the screens show for `Brc1cccc2sc(N3CCCC3)nc12`?
GSTO1 inh: 4; PAFAH1B3 inh: 4; PAD4 FP inh: 1; LYPLA2 counter: 5; LYPLA1 counter: 0; PREPL inh: -7; pPAFAH inh: 2; PAFAH1B2 FP inh: 2; PME-1 inh: -4

How did C[C@H]1CN(CCc2ccccc2)C(=O)[C@@H]1CC(=O)NCc1ccccc1 do in these assays?
GSTO1 inh: 3; PAFAH1B3 inh: 5; PAD4 FP inh: -1; LYPLA2 counter: 5; LYPLA1 counter: 0; PREPL inh: 5; pPAFAH inh: 4; PAFAH1B2 FP inh: 2; PME-1 inh: 0

Results for Cc1ccc2c(c1)N(CC(=O)N1CCCCCC1)C(=O)CO2 ?
GSTO1 inh: -3; PAFAH1B3 inh: 6; PAD4 FP inh: 3; LYPLA2 counter: 5; LYPLA1 counter: -1; PREPL inh: 2; pPAFAH inh: 4; PAFAH1B2 FP inh: 1; PME-1 inh: -5

Results for COC(=O)c1cc(S(=O)(=O)NCC2CCN(CCc3ccc(OC)cc3)CC2)c[nH]1 ?
GSTO1 inh: 0; PAFAH1B3 inh: 4; PAD4 FP inh: 2; LYPLA2 counter: 8; LYPLA1 counter: 0; PREPL inh: 0; pPAFAH inh: 6; PAFAH1B2 FP inh: 4; PME-1 inh: -2

What do the screens show for `COc1ccc(Cl)cc1N/C(N)=N/c1nc(C)cc(C)n1`?
GSTO1 inh: -5; PAFAH1B3 inh: 6; PAD4 FP inh: 0; LYPLA2 counter: -2; LYPLA1 counter: 3; PREPL inh: 1; pPAFAH inh: 2; PAFAH1B2 FP inh: -2; PME-1 inh: 0

What do the screens show for `CCCCC(=O)Nc1cccc(C(=O)Nc2ccccc2C(=O)O)c1`?
GSTO1 inh: -12; PAFAH1B3 inh: 18; PAD4 FP inh: 2; LYPLA2 counter: 8; LYPLA1 counter: -1; PREPL inh: 8; pPAFAH inh: -10; PAFAH1B2 FP inh: 7; PME-1 inh: -8

Results for O=C(O)C1CCCN(C(=O)c2cccc3ccccc23)C1 (stereo unspecified) ?
GSTO1 inh: 4; PAFAH1B3 inh: 1; PAD4 FP inh: 0; LYPLA2 counter: 4; LYPLA1 counter: -3; PREPL inh: 9; pPAFAH inh: 5; PAFAH1B2 FP inh: 4; PME-1 inh: -1

Results for CCNc1ccc(C(=O)OCC(=O)N2CCCC2)cc1[N+](=O)[O-] ?
GSTO1 inh: 11; PAFAH1B3 inh: -4; PAD4 FP inh: 2; LYPLA2 counter: 7; LYPLA1 counter: -1; PREPL inh: 9; pPAFAH inh: 2; PAFAH1B2 FP inh: -2; PME-1 inh: 0

What do the screens show for `Cc1cc(C)nc(/N=C2\NC(=O)CC(C(=O)O)N2c2ccc(F)c(Cl)c2)n1` (stereo unspecified)?
GSTO1 inh: 2; PAD4 FP inh: 3; LYPLA2 counter: 0; LYPLA1 counter: 3; PREPL inh: -2; pPAFAH inh: 4; PME-1 inh: 3

Screening data from PubChem BioAssay.

Some of the compounds tested. The share of hits here may be higher or lower than overall.
